AMA1 RON2 block = disrupts binding of P. falciparum AMA1 to RON2. AlphaScreen AMA1-biotinylated RON2 peptide binding. Potency, µM (top dose mostly 58.2 µM), for the others: top-dose activity change, negative = inhibition, hits mostly inhibitors. 360,000 compounds, 0.2% hits;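 further: potency means the concentration at half of the fitted maximal effect; 0% = vehicle wells and -100% = peptide control; nearly all actives have a fitted effect of over 45% in size; some results filed as inactive show a strong effect at the top dose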
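AMA1 (3D7) with his tag at 25 nM final met compounds first, then biotinylated RON2 peptide at 25 nM; detection used donor plus acceptor beads, 10 µg/mL apiece, read by AlphaScreen after 30 min at room temperature.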
Sm TGR block = inhibitors of Schistosoma mansoni thioredoxin glutathione reductase | Q962Y6 | purified TGR, DTNB reduction, TNB absorbance 405 nm | Potency, µM (top dose mostly 114 µM), for the others: top-dose activity change, negative = inhibition, usual class: inhibitors | 360,000 compounds, 3% hits | AID 485364; further: potency means the concentration at half of the fitted maximal effect; nearly all actives have a fitted effect of over 60% in size
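Kinetic colorimetric format: TGR-catalysed, NADPH-driven DTNB reduction monitored via TNB absorbance. Enzyme dispensed at 20 nM; compound exposure 15 min at room temperature before reaction start.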
HCMV antiviral = inhibitors of human cytomegalovirus. activity change, negative = inhibition, % at 57.5 µM. 410,000 compounds, 4.5% hits. AID 1259415. HFF cells, HCMV-luciferase reporter, 72 h; hits give low values; in the data active means activity change below about -60%; inconclusive means no clear call, values can overlap the other calls; inactive means above about -39%
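After 16 h attachment at 37C, HFF cells received test compound and HCMV-luciferase (1 PFU/cell); reporter luminescence read 72 h later, data normalized against buffer-only and known inhibitor Salinomycin.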
Giardia FBPA inh = blocks Giardia fructose-bisphosphate aldolase activity. 290,000 compounds, 0.71% hits. AID 2451. purified Giardia FBPA. Potency, µM (titrated, usually from 59.6 µM), without a hit: at the top dose activity, negative = inhibition, most hits filed as inhibitors; further: potency means the concentration at half of the fitted maximal effect; nearly all actives have a fitted effect of over 55% in size
Target sequence (A8B2U2 whole entry, looked up): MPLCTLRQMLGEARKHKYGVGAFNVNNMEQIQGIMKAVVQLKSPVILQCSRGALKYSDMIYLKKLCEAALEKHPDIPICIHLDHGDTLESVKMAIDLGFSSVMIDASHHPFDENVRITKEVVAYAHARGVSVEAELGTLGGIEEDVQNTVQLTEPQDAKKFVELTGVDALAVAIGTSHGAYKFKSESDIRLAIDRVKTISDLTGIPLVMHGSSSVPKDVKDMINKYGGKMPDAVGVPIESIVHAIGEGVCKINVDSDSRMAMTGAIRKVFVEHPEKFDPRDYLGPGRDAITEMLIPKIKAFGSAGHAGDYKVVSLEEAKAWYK
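Giardia FBPA (40 nM reagent) was preincubated 10 min at RT with compound (up to 57.5 uM final), then substrate plus GAPDH/TPI/NAD/arsenate coupling system with diaphorase/resazurin was added; resorufin fluorescence (525/598 nm) was read after 20 min.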
AmpC detergent = AmpC beta-lactamase inhibition with detergent present; Potency, µM (series often up to 114 µM), for the others: at the top dose activity change, negative = inhibition, actives largely listed as inhibitors; AID 485294; AmpC hydrolysis of nitrocefin, absorbance 480 nm, 0.01% Triton; P00811; 370,000 compounds, 0.041% hits;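 further: potency means the concentration at half of the fitted maximal effect; 0% = no-compound wells and -100% = no-enzyme wells; nearly all actives have a fitted effect of over 25% in size; some results filed as inactive show a strong effect at the top dose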
Target sequence (P00811 whole entry, looked up): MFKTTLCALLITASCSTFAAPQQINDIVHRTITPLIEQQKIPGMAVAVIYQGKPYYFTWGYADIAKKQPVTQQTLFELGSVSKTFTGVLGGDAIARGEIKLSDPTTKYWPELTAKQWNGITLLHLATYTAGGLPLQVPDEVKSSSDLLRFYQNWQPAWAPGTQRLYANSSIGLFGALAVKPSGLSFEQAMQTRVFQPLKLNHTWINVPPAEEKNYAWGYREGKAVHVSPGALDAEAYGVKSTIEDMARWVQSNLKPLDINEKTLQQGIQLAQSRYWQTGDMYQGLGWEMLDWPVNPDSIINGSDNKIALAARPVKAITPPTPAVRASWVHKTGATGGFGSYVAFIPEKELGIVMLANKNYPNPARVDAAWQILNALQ
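AmpC (5.3 nM in the dispensed reagent) in 20 mM phosphate pH 7.0 with 0.01% (detergent screen) or 0.0001% Triton X-100 was preincubated with compounds for 15 min at room temperature. Nitrocefin was then added from an 800 uM solution, and hydrolysis was followed at 480 nm.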
AmpC inh no detg = AmpC beta-lactamase inhibition without detergent. P00811. AmpC nitrocefin hydrolysis, absorbance 480 nm, 0.0001% Triton. Potency, µM (series often up to 57.1 µM), inactives show at the highest dose activity change, negative = inhibition, most hits filed as inhibitors. 330,000 compounds, 0.52% hits;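 further: potency means the concentration at half of the fitted maximal effect; plate controls were no compound for no effect and no enzyme for full effect; nearly all actives have a fitted effect of over 20% in size; some results filed as inactive show a strong effect at the top dose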
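AmpC (5.3 nM in the dispensed reagent) in 20 mM phosphate pH 7.0 with 0.01% (detergent screen) or 0.0001% Triton X-100 was preincubated with compounds for 15 min at room temperature. Nitrocefin was then added from an 800 uM solution, and hydrolysis was followed at 480 nm.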
Active calls of the source: *; ? = inconclusive; . = not tested or not shown; [ ] = remark or other dose. Unless noted, the call rests on the fitted dose curve; in most records, active means well fitted curve in the direction sought with a large enough effect; inconclusive means small, poorly fitted or top-dose-only effect, or another doubt; inactive means no such curve, though single readings can be large; an effect the other way counts as inactive or inconclusive. Unless noted, on the % scale 0 is the no-effect control and ±100 the full control effect.

smiles	AMA1 RON2 block	Sm TGR block	HCMV antiviral	Giardia FBPA inh	AmpC detergent	AmpC inh no detg
COc1ccc(NC(=O)Nc2nnc(SCC(=O)Nc3cccc(C)c3C)s2)cc1	.	1%	-7	.	12%	.
Cc1cc(C)nc(SCC(=O)c2ccc(C)c(C)c2)n1	-10%	12%	-10	1%	8%	0%
CC1(C)N=C(N)NC(Nc2ccc(Br)cc2)=N1	16%	-1%	1	-1%	-1%	-31%
O=C(Nc1ccc2c(c1)nc1n2CCN(C2CCCCC2)C1)NC1CCCCC1	.	13µM*	.	?	-2%	-9%
COC(=O)COc1ccc(S(=O)(=O)Nc2ccc(C(N)=O)cc2)cc1	12%	-7%	-15	11%	2%	-13%
NC(=O)NC(Cc1ccccc1)C(=O)NCC1(N2CCCCC2)CCCCC1 (stereo unspecified)	-7%	0%	0	0%	-12%	-21%
COc1ccc(-c2nc(-c3ccc(NC(=O)c4ccc(Br)o4)cc3)no2)cc1OC	-6%	-32%	-12	-4%	-2%	0%
COc1ccc(-c2cn3cccnc3n2)cc1NC(=O)C1CC1	2%	5%	59	0%	1%	-12%
CCc1cc(Cn2nc(-c3ccccc3)cc2C(=O)NCc2cccc(C(F)(F)F)c2)on1	7%	0%	17	.	-7%	-21%
COc1ccccc1N1CCN(C(c2cccs2)C(C)NC(=O)c2ccco2)CC1 (stereo unspecified)	-11%	-5%	-2	-4%	1%	65%[activator]

Arranged by length of the SMILES (lowest first): three of the compounds above.
smiles	AMA1 RON2 block	Sm TGR block	HCMV antiviral	Giardia FBPA inh	AmpC detergent	AmpC inh no detg
CC1(C)N=C(N)NC(Nc2ccc(Br)cc2)=N1	16%	-1%	1	-1%	-1%	-31%
COc1ccc(-c2cn3cccnc3n2)cc1NC(=O)C1CC1	2%	5%	59	0%	1%	-12%
NC(=O)NC(Cc1ccccc1)C(=O)NCC1(N2CCCCC2)CCCCC1 (stereo unspecified)	-7%	0%	0	0%	-12%	-21%

Remaining list, next part:
smiles	AMA1 RON2 block	Sm TGR block	HCMV antiviral	Giardia FBPA inh	AmpC detergent	AmpC inh no detg
Clc1ccc(-c2cc(COc3ccccc3)on2)cc1	0%	-2%	-25	3%	-4%	-1%
O=C(Nc1cc(C(F)(F)F)ccc1N1CCOCC1)c1cccc(F)c1	5%	-1%	-31	-8%	4%	.
CC(C)(C)C1CCC(OC(=O)c2ccncc2)CC1 (stereo unspecified)	4%	1%	-11	-1%	?	-14%
CCN(CC)C(=O)C1CCN(S(=O)(=O)c2c(C)noc2/C=C/c2cccc(OC)c2)CC1	.	12%	0	.	-5%	.
CCOCCCNC(=O)Cc1ccc(F)cc1	.	-1%	39	-2%	?	-8%
O=C(Nc1ccsc1C(=O)N1CCCCCC1)c1ccccc1	-2%	-3%	-29	1%	1%	-30%
Cc1cc(C(=O)NN=C2CCCCC2)c2ccccc2n1	3%	18%	-21	-3%	-8%	-23%
Cc1nc(NC(=O)c2cc3c(C)nn(-c4ccccc4)c3s2)sc1C(=O)Nc1ccccc1	3%	-8%	26	3%	3%	-21%
COc1ccc(Cc2noc(CN(C)CC3(N4CCOCC4)CCCCC3)n2)cc1OC	89%[activator]	4%	-34	3%	-10%	86%[activator]
O=C(CCc1ccccc1)NNC(=S)NC(=O)c1ccccc1	99%[activator]	8%	-101*	14%	-14%	-27%
CNC(=O)c1c(NC(=O)c2cc(=O)c3cc(C)c(C)cc3o2)sc2c1CCCC2	.	5%	19	.	-2%	.
O=C(COC(=O)c1ccc(S(=O)(=O)N2CCCC2)cc1)NCc1ccccc1	7%	9%	-3	1%	?	-10%
CCc1ccc(NC(=O)C2CCCN2C(=O)NC2CCCCC2)cc1 (stereo unspecified)	4%	6%	54	.	-5%	184%[activator]
Cc1ccc(S(C)=O)cc1-n1c(=O)n(Cc2ccccc2)c(=O)c2[nH]cnc21 (stereo unspecified)	5%	9%	?	?	-4%	0%
CC(=O)c1cc2c(s1)-c1cc(F)ccc1OC2	68%[activator]	0%	16	3%	-4%	-15%
CC(C)c1ccc(NC(=O)c2cc(S(=O)(=O)N3CCCCC3)c[nH]2)cc1	-2%	-4%	21	-14%	-13%	-21%
COc1cccc(-n2nnc3c(=O)n(CC(=O)N4CCC(Cc5ccccc5)CC4)cnc32)c1	25%	-16%	40	7%	?	-8%
COc1ccc(N(C(=O)c2cnccn2)C(C(=O)NCc2ccccc2)c2ccc(O)cc2)cc1 (stereo unspecified)	-2%	28µM*	-19	2%	8%	-15%
CCCCNC(=O)CSc1nc2ccccc2nc1Cc1ccc(C)cc1	.	4%	-11	.	6%	.
COc1ccc(N(Cc2cc3cccc(C)c3[nH]c2=O)S(C)(=O)=O)cc1	-9%	-23%	.	0%	-1%	1%

(continued)
Key to letters: A = AMA1 RON2 block; B = Sm TGR block; C = HCMV antiviral; D = Giardia FBPA inh; E = AmpC detergent; F = AmpC inh no detg
COC(=O)c1ccc(COc2c(F)c(F)cc(F)c2F)o1
  A: -1% | B: 0% | C: ? | D: 3% | E: -8% | F: -4%

c1ccc(CSc2nnc3ccc(-c4ccco4)nn23)nc1
  A: 0% | B: ? | C: -25 | D: -9% | E: ? | F: 3%

Brc1ccc2[nH]c3c(N4CCc5ccccc5C4)ncnc3c2c1
  A: 0% | B: -4% | C: . | D: -25% | E: 8% | F: -38%

CCCCN1CCc2nc(Nc3ccc(OC)cc3OC)ncc2C1
  A: . | B: 7% | C: 2 | D: . | E: 4% | F: .

Cc1ccsc1/C=N/NC(=O)c1ccc2ccccc2c1
  A: 24% | B: -22% | C: 62 | D: -2% | E: ? | F: -41%

CC(=O)NC1(C(F)(F)F)NC(=O)N(c2ccc(F)cc2)C1=O (stereo unspecified)
  A: -7% | B: 31% | C: 18 | D: 3% | E: -3% | F: -7%

Cc1cc(=O)[nH]c(NCCO)n1
  A: -8% | B: -12% | C: -32 | D: 8% | E: 2% | F: -10%

CCOc1ccc(N=C2NC(=O)S/C2=C\c2ccc(OC)cc2)cc1
  A: -10% | B: -5% | C: 15 | D: 0% | E: -3% | F: -29%

CC1=C(C)C(c2ccccc2)NC(=S)N1 (stereo unspecified)
  A: -2% | B: 1% | C: -13 | D: -2% | E: 1% | F: -15%

CC(C)CN1CCN(Cc2ccccc2C(F)(F)F)CC1CCO (stereo unspecified)
  A: 14% | B: -8% | C: -20 | D: 5% | E: 3% | F: 13%

CN1CCC(=C(c2ccc(Cl)cc2)c2ccccn2)CC1
  A: 19% | B: -11% | C: -26 | D: 1% | E: 2% | F: 34%

CCOC(=O)/C(O)=C(\C#N)c1nc2ccccc2[nH]1
  A: 22% | B: 7% | C: -64* | D: -19% | E: -9% | F: -23%

CCc1ccc(OCC(=O)Nc2c(C(=O)c3ccc(Br)cc3)oc3ccccc23)cc1
  A: . | B: 12% | C: 25 | D: . | E: 26% | F: .

COC(=O)C(Cc1ccc(O)cc1)NC(=O)C(CC(=O)OC(C)(C)C)NC(=O)OC(C)(C)C (stereo unspecified)
  A: 1% | B: 49%[activator] | C: 52 | D: -7% | E: 2% | F: 29%

Cc1cc(NC(=O)c2cccc3c2C(=O)N(C2CCCCC2)C3)ccc1Br
  A: 0% | B: -1% | C: . | D: . | E: 3% | F: -2%

COC(=O)c1cc2oc(C)cc2n1CC(=O)Nc1ccc(OC)c(OC)c1OC
  A: . | B: -18% | C: . | D: 0% | E: 2% | F: 56%

CCCCn1c(N)c(N(CCOC)C(=O)c2ccc(Br)s2)c(=O)[nH]c1=O
  A: -8% | B: -1% | C: -33 | D: . | E: ? | F: ?

COC(=O)c1ccc(S(=O)(=O)NCCSc2nnc3c4ccccc4n(C)c3n2)cc1
  A: -4% | B: 3% | C: 16 | D: 9% | E: 1% | F: -14%

Cc1cc(NC(=O)CSCC(=O)Nc2cc(Cl)ccc2N2CCN(C)CC2)no1
  A: 19% | B: -12% | C: 11 | D: . | E: 0% | F: -10%

Cc1cc(SCC(=O)NC2CCCCC2)nc2ccccc12
  A: 2% | B: -8% | C: 11 | D: -3% | E: -10% | F: -13%

Cc1cc(C)c(C(=O)O)c(Cl)n1
  A: 4% | B: 40µM* | C: -21 | D: ? | E: -1% | F: -14%

COc1ccc(C(=O)NC2CC2)cc1OC1CCN(Cc2cc(C)c(C)cc2C)CC1
  A: 16% | B: -13% | C: 14 | D: . | E: 5% | F: -16%

COC(=O)/C(C#N)=C/c1ccc(N2CCOCC2)c([N+](=O)[O-])c1
  A: -11% | B: 1% | C: 32 | D: -15% | E: -7% | F: 37%

O=C(CN1CCC(NC(=O)C2CCCCC2)CC1)Nc1cccc(F)c1
  A: -17% | B: -6% | C: -18 | D: 0% | E: ? | F: 3%

O=C(NCc1ccco1)c1cnn2c(C(F)(F)F)cc(-c3ccco3)nc12
  A: 16% | B: 50µM* | C: 3 | D: 4% | E: -12% | F: -14%

O=C(Nc1ccc(N2CCCC2)c(Cl)c1)c1ccc(Br)o1
  A: -19% | B: 0% | C: 21 | D: ? | E: -15% | F: 3%

COc1cc(NC(=O)c2cc(C)no2)cc(OC)c1OC
  A: -11% | B: -18% | C: 117 | D: 1% | E: 1% | F: -8%

In the list so far, seven contain a thiophene ring, fused or not.
Key to letters: A = AMA1 RON2 block; B = Sm TGR block; C = HCMV antiviral; D = Giardia FBPA inh; E = AmpC detergent; F = AmpC inh no detg
COc1ccccc1N1CCN(C(c2cccs2)C(C)NC(=O)c2ccco2)CC1 (stereo unspecified)
  A: -11% | B: -5% | C: -2 | D: -4% | E: 1% | F: 65%[activator]

O=C(Nc1ccsc1C(=O)N1CCCCCC1)c1ccccc1
  A: -2% | B: -3% | C: -29 | D: 1% | E: 1% | F: -30%

Cc1nc(NC(=O)c2cc3c(C)nn(-c4ccccc4)c3s2)sc1C(=O)Nc1ccccc1
  A: 3% | B: -8% | C: 26 | D: 3% | E: 3% | F: -21%

CNC(=O)c1c(NC(=O)c2cc(=O)c3cc(C)c(C)cc3o2)sc2c1CCCC2
  A: . | B: 5% | C: 19 | D: . | E: -2% | F: .

CC(=O)c1cc2c(s1)-c1cc(F)ccc1OC2
  A: 68%[activator] | B: 0% | C: 16 | D: 3% | E: -4% | F: -15%

Cc1ccsc1/C=N/NC(=O)c1ccc2ccccc2c1
  A: 24% | B: -22% | C: 62 | D: -2% | E: ? | F: -41%

CCCCn1c(N)c(N(CCOC)C(=O)c2ccc(Br)s2)c(=O)[nH]c1=O
  A: -8% | B: -1% | C: -33 | D: . | E: ? | F: ?

Screening results (PubChem BioAssay)
